# Screening results (PubChem BioAssay)
# Mdm2-MdmX inh: inhibitors of human Mdm2-MdmX association, primary screen, cell-based, luminescence, split luciferase, SaOS-2, uHTS. Protein Mdm4 (Homo sapiens) + E3 ubiquitin-protein ligase Mdm2 (Homo sapiens), …. SaOS-2 split-luciferase Mdm2/MdmX complementation. inhibition, % at 8 µM. actives 3% (n = 330,000). AID 485346, 2010;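 active = inhibition of at least 50% at 8 µM in the primary screen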
# Target sequence (O15151 whole entry, looked up): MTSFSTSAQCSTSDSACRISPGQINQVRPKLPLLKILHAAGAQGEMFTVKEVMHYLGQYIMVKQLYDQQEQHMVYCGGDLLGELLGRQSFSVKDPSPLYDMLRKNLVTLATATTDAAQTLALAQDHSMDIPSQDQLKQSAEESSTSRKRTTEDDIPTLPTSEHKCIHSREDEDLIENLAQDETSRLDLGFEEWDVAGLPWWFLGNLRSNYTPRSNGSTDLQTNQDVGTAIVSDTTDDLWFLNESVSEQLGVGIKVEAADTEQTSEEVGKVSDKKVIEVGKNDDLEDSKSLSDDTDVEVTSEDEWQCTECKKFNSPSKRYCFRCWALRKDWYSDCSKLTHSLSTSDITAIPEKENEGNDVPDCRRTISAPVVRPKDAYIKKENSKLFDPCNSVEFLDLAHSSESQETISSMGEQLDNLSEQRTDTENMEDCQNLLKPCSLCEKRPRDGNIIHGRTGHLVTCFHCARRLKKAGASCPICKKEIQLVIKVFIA
# Target sequence (Q00987 whole entry, looked up): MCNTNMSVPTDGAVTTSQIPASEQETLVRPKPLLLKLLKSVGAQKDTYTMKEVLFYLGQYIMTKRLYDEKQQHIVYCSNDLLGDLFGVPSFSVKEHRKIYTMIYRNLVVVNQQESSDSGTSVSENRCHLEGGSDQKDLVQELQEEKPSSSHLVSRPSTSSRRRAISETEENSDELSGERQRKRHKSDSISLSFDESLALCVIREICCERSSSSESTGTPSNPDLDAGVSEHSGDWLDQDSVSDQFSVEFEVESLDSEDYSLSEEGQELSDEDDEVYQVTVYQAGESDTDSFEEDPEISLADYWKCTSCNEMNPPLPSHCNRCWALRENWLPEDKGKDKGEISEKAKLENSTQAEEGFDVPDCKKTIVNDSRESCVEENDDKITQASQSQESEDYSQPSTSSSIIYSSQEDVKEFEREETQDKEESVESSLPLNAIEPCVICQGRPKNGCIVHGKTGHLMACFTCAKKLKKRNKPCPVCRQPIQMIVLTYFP
# 697 NFkB inh: inhibitors of PMA/ionomycin-induced NF-kB reporter, 697 cells, primary screen, B-cell NF-kB inhibitor project, cell-based, luminescence, uHTS. 697 B-cell NF-kB luciferase reporter, 16 h. inhibition, % at 4 µM. actives 0.33% (n = 330,000). AID 435022, 2010; in the data active = inhibition above about 35%
# tim10-1 inh: growth inhibitors of tim10-1 mutant yeast, primary screen, luminescence, uHTS; S. cerevisiae tim10-1 ts strain growth, BacTiter-Glo, 24 h; inhibition, % at 20 µM; actives 2.2% (n = 330,000);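 active = inhibition of at least 40%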;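 also: mutant grown at 25 °C; 0% = DMSO wells with yeast and 100% = wells holding no yeast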
# Jurkat NFkB inh: inhibitors of induced NF-kB luciferase reporter, primary screen, TCR NF-kB activation inhibitor project, cell-based, luminescence, uHTS; Jurkat, PMA/ionomycin-induced NF-kB luciferase reporter; inhibition, % at 4 µM; actives 0.53% (n = 330,000); in the data active = inhibition above about 50%
# CHOP UPR activ: activators of apoptotic CHOP UPR arm, primary screen, cell-based, CHO-CHOP luciferase reporter, luminescence, uHTS | UPR activation; percent of tunicamycin response over DMSO baseline | activation, % at 10 µM | actives 0.34% (n = 330,000) | AID 449763, 2010;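 active = at 10 µM dose, activation of 40% or more, normalized to positive control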;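 also: 100% = tunicamycin at 10 µg/mL and 0% = DMSO alone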
#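 System: CHO-CHOP luciferase reporter cell line | Buffer or medium: F12 medium containing 10% fetal bovine serum | Doses: One dose, 10 µM in 0.5% DMSO | Times: 6 h compound exposure at 37 °C after overnight seeding | Signal: Luciferase luminescence | Read-out: % activation vs tunicamycin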
# tim23-1 inh: growth inhibitors of tim23-1 mutant yeast, primary screen, luminescence, uHTS; S. cerevisiae tim23-1 growth, BacTiter-Glo luminescence, 24 h; inhibition, % at 20 µM; actives 1.3% (n = 330,000);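 active = growth inhibition of the mutant yeast at or above 50%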;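 also: temperature-sensitive mutant grown at 25 °C; plate controls were DMSO-treated mutant yeast for no effect and medium wells lacking yeast for full effect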
# TIM10 inh: growth inhibitors of isogenic TIM10 control yeast, primary screen, counter-screen for tim10-1 yeast inhibitor project, luminescence, uHTS | S. cerevisiae TIM10 strain growth, BacTiter-Glo luminescence, 24 h | inhibition, % at 10 µM | actives 1.4% (n = 330,000) | AID 463195, 2010;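 active = inhibition of 40% or more at the single tested concentration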;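 also: wild-type TIM10 isogenic control strain grown at permissive 25 °C; 0% = DMSO yeast wells and 100% = minimal medium wells without yeast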
# XBP1 UPR activ: activators of adaptive XBP1 UPR arm, primary screen, cell-based, CHO-XBP1 luciferase reporter, luminescence, uHTS | IRE1-XBP1 UPR activation; percent of tunicamycin response, DMSO as zero | activation, % at 20 µM | actives 0.33% (n = 330,000);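 active = versus positive control, 20 µM dose yields 30% or more activation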;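 also: 100% = tunicamycin at 10 µg/mL and 0% = DMSO only wells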
#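 Signal: luciferase luminescence; Assay system: CHO-XBP1 luciferase reporter cells; Amount: one thousand reporter cells per well; Dosing: 20 µM single concentration, DMSO 1%; Benchmarks: high control tunicamycin 10 µg/mL final, low control DMSO vehicle only; Schedule: 6 h compound exposure at 37 °C, 5% CO2; Evaluation: percent activation relative to tunicamycin reference.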
# The depositor's hits bear a star.
molecule,Mdm2-MdmX inh,697 NFkB inh,tim10-1 inh,Jurkat NFkB inh,CHOP UPR activ,tim23-1 inh,TIM10 inh,XBP1 UPR activ
Cc1ccc2c(c1)N(C(=O)CCC(=O)N1CCOCC1)CC(C)O2 (stereo not drawn),16.7,20.6,0.8,-4.5,-1.1,3.3,3.6,-1.5
S=c1nc(-c2ccccc2)oc2c1CCCC2,-103.1,-150.9,26.8,-100.8,2.8,18.0,24.1,-0.9
CNC(=O)/C(C#N)=C/c1c(N(Cc2ccccc2)Cc2ccccc2)nc2ccccn2c1=O,31.0,-20.7,10.0,11.3,4.0,18.8,-1.0,2.1
CC(=O)Nc1cc(Cl)ccc1OS(=O)(=O)c1ccc(C)cc1,4.1,-11.0,1.6,-0.2,1.5,11.2,-14.0,-2.5
O=C(CNC(=O)c1ccccc1F)N/N=C/c1cccnc1,2.4,6.7,11.3,4.2,6.8,12.1,-9.1,-1.0
Cc1cc(C(=O)CN2C(=O)NC(CC(C)C)C2=O)c(C)n1C1CC1 (stereo not drawn),3.8,-23.9,-36.4,-30.5,3.4,35.4,6.9,0.8
COC(=O)Cc1cc(=O)[nH]c(/N=C(\N)Nc2ccc(C)cc2C)n1,15.0,5.2,4.3,11.7,0.0,-3.6,-2.8,-4.1
COC(=O)c1cc(NC(=O)c2ccc([N+](=O)[O-])cc2)c(=O)oc1C,-5.3,-8.0,-20.1,-12.4,-0.2,-34.2,-11.6,0.6
COc1ccc(-c2cc(=O)oc3c(C)c(OCC(=O)NCC4CCC(C(=O)O)CC4)ccc23)cc1 (stereo not drawn),1.0,13.0,12.6,-1.5,0.4,-11.9,3.4,0.9
O=c1nc2n(c3ncccc13)CCCCC2,11.4,11.8,-14.7,-4.4,-0.4,13.9,-0.7,-3.8
Cc1cc(C)c2cc3c(N)c(C(=O)N4CCOCC4)sc3nc2c1,7.6,-5.0,4.3,-25.9,1.4,23.7,3.6,-1.7
O=C(CCCC(=O)OCC(=O)c1cccs1)Nc1ccc(Oc2ccccc2)cc1,25.1,12.7,9.1,10.1,-2.8,4.6,-22.9,-1.3
O=C(NN=C1CCN(Cc2ccccc2)CC1)c1cc(Br)ccc1O,12.4,-7.0,3.8,-14.6,-0.6,3.1,5.0,1.3
O=S(=O)(Nc1ccc(Oc2ncccn2)c(Cl)c1)c1ccc(Cl)cc1,4.7,-9.8,8.3,0.5,0.4,-6.9,18.1,-3.5
COc1ccc2c(c1)CCc1c(C(=O)NCc3ccc(Cl)cc3)noc1-2,-7.4,13.1,-0.5,-3.9,0.9,-7.8,-13.0,0.7
COc1ccc(NC(=O)CSc2ccc(-c3cccnc3)nn2)c(OC)c1,18.7,-18.1,-12.4,12.6,-1.4,-5.3,4.7,-3.8
C=CCOc1ccc(C(=O)O)cc1Cl,-11.1,1.1,-4.6,10.2,-0.2,9.6,6.3,-0.4
O=[N+]([O-])c1ccc(-c2ncc(-c3ccc(Br)cc3)o2)cc1,-37.8,-26.0,0.9,-36.5,2.4,-11.7,-3.8,5.1
CC1(c2ccc3ccccc3c2)NC(=O)N(CC(=O)Nc2ncccc2O)C1=O (stereo not drawn),14.5,3.9,-2.2,-0.3,0.0,-2.7,6.6,-1.2
Cc1ccc(C(=O)NC(c2ccccc2)C(Cl)Cl)cc1 (stereo not drawn),13.5,0.3,6.3,-8.1,-1.3,4.9,-24.0,3.5
O=C(CCN1C(=O)c2ccccc2C1=O)Nc1cccc(O)c1,9.8,6.7,0.6,-16.2,1.3,-8.4,-15.9,1.3
CC1CCN(C(=O)Cn2cc(C(F)(F)F)ccc2=O)c2ccccc2S1 (stereo not drawn),-12.6,17.9,16.7,12.9,0.4,20.6,11.3,-1.9
COC(=O)CC1Oc2ccc(C)cc2NC1=O (stereo not drawn),-5.2,-1.6,13.7,-9.4,-1.0,21.9,4.2,-1.3
CC(=O)c1c(C)[nH]c(C(=O)Nc2cccc(C(F)(F)F)c2)c1C,22.5,-31.0,38.9,-24.8,5.0,35.0,20.8,2.1
CCN(CC)S(=O)(=O)c1ccc(OC)c(NC(=O)c2cc(=O)[nH]c3ccccc23)c1,18.4,20.1,12.2,1.8,-1.0,6.9,5.3,-1.6
Cc1ccc(/C=C(/C#N)C(=O)NC(=O)Oc2ccccc2)cc1,-0.4,-1.4,12.5,-14.6,1.4,26.5,6.3,2.7
CNC(=O)CSc1nnc(-c2ccncc2)n1Cc1ccccc1,30.8,10.1,5.2,-3.4,0.5,-5.9,5.9,1.1
O=C(CC(c1ccccc1)(c1ccccc1)c1ccccc1)N[C@@H](Cc1ccccc1)C(=O)O,0.9,12.9,18.6,11.8,-0.4,0.7,-2.0,1.9
O=C1CCCN1CN(C(=O)c1ccc2c(c1)OCO2)c1cccc(Cl)c1,3.8,21.1,12.8,-2.1,-1.9,-4.7,8.0,-1.8
CC1CCN(C(=O)CN(CCc2ccccc2)S(C)(=O)=O)CC1,7.6,4.0,12.0,9.5,-1.8,-7.6,-13.3,3.2
O=C(c1ccccc1F)N1CCN(C(=O)C2CC2)CC1,17.9,14.6,4.6,2.0,-2.9,5.7,-0.8,-2.8
CCCCC(=O)Oc1ccccc1C1SCc2cc(C)c(C)cc2CS1,32.7,8.9,27.5,-12.0,1.1,-0.4,-7.2,1.4
CCOC(=O)CCNC(=O)N1CCCC(CNS(=O)(=O)Cc2ccccc2)C1 (stereo not drawn),23.3,1.3,-0.4,2.9,-0.2,12.6,9.5,-1.8
COc1cc(C(=O)N(C)C2CCCCC2)ccc1OC1CCN(C(C)=O)CC1,23.9,9.6,-4.8,-1.4,0.8,-7.3,2.8,-4.9
Cc1ccc(C(=O)OCC(=O)N2CC(C)OC(C)C2)cc1 (stereo not drawn),7.4,10.3,1.9,4.4,0.0,1.6,-26.2,-4.5
Cc1ccc(SCC(=O)OCC(=O)NCCc2ccccc2)cc1C,-22.3,5.1,-0.1,-1.8,-2.8,6.3,-0.2,-4.7
CCOc1ccc(C(=O)NCC(=O)OCc2nnc(-c3ccccc3)o2)cc1OCC,-25.3,3.7,-9.6,-0.9,-1.3,1.2,50.3*,-1.2
COC(=O)Cc1cnc(NC(=O)CSc2nc(C(C)C)cc(=O)[nH]2)s1,-0.9,6.7,-8.7,29.2,0.8,1.8,2.7,-0.5
O=C(NCc1cccs1)c1nc(-c2cccs2)no1,2.3,-19.4,33.8,-40.5,7.8,30.5,13.8,-1.1
CC1CCN(S(=O)(=O)c2ccc(NC(=O)C3CSC4(C)CCC(=O)N34)cc2)CC1 (stereo not drawn),3.1,-10.6,15.3,6.9,-0.2,16.4,4.3,-2.7
Cc1ccc(/C=C/C(=O)Nc2ccc([N+](=O)[O-])cc2)o1,11.0,7.3,11.0,-10.7,4.1,2.7,10.9,0.6
O=C(NNC(=O)c1ccc(Br)s1)c1ccc(F)c(S(=O)(=O)N2CCOCC2)c1,12.6,10.6,8.2,-0.8,-1.3,3.9,11.4,-1.9
CC1Cc2nc(SCC(=O)Nc3ccccc3F)n(C)c(=O)c2S1 (stereo not drawn),5.5,-9.1,-10.5,-5.9,-2.8,-74.8,-31.9,-1.3
O=C(CNC(=O)C1CCCCC1)OC(C(=O)c1ccccc1)c1ccccc1 (stereo not drawn),22.2,17.2,17.8,-3.0,-0.8,13.7,17.9,-1.5
COc1ccc2nc(-c3ccccc3)cc(C(=O)OCC(=O)N3CC(C)OC(C)C3)c2c1 (stereo not drawn),15.2,-5.7,29.4,0.6,2.2,36.7,20.0,-1.1
CCn1c(NC(=O)C(C)C)c(-c2cccs2)c(=O)c2ccccc21,10.0,9.2,-14.7,8.7,2.4,-5.5,3.4,-3.1
O=C(c1cccc([N+](=O)[O-])c1)c1cc2ccccc2o1,-19.4,8.1,-9.9,-23.0,3.1,5.0,-0.9,-1.8
CCC(C)Sc1nc2c(c(=O)[nH]c(=O)n2C)n1Cc1ccc(Cl)cc1 (stereo not drawn),16.7,-34.2,8.4,6.8,-0.8,9.4,-16.9,6.2
CC(=O)c1ccccc1NC(=O)COC(=O)CCC1CCCC1,25.8,-2.6,6.1,1.8,-0.3,9.9,-4.8,1.8
Cc1ccccc1OCC(=O)N(Cc1cccs1)C1CCS(=O)(=O)C1 (stereo not drawn),15.6,14.4,11.6,-4.1,-1.1,4.5,0.4,-2.9

# Further records follow:
molecule,Mdm2-MdmX inh,697 NFkB inh,tim10-1 inh,Jurkat NFkB inh,CHOP UPR activ,tim23-1 inh,TIM10 inh,XBP1 UPR activ
C#CCNC(=O)C1=C[C@H](c2cn(C(C)=O)c3ccccc23)[C@@H](CCCO)[C@H](OCC)O1,16.7,19.3,-20.6,2.7,-0.6,1.9,-2.7,-1.0
CCN(CCCNC(=O)COc1cc(=O)n(CC)c2ccccc12)c1ccccc1,60.7*,5.1,2.6,2.1,1.9,20.2,15.3,-0.2
COc1ccc(C(=O)N2c3ccccc3C(=O)OC2c2ccc3c(c2)OCO3)cc1 (stereo not drawn),-31.7,-71.2,33.7,-10.0,3.6,35.3,5.9,-1.5
Cc1ccc(S(=O)(=O)c2cc3c(=O)n4cccc(C)c4nc3n(Cc3ccncc3)c2=N)cc1,52.6*,7.0,26.7,47.7,15.3,33.2,28.2,48.8*
CCOC(=O)N1CCN(CC(O)COc2c(C)cccc2C)CC1 (stereo not drawn),-18.5,10.1,-0.7,-11.8,-0.6,-10.1,0.6,-0.1
CCCn1c(N)c(Sc2ccc([N+](=O)[O-])cc2)c(=O)n(CCC)c1=O,-1.3,8.0,10.4,6.2,0.8,-8.4,-1.7,-3.4
COCc1cc(=O)[nH]c(/N=C(\N)Nc2c(F)cccc2F)n1,12.8,0.3,-4.9,-19.8,0.5,-5.2,11.4,0.7
O=C(Cc1ccccc1F)NC1CCCc2ccccc21 (stereo not drawn),-15.2,-20.4,-3.2,-19.1,3.4,8.0,-8.7,-5.0
FC(F)(F)c1cccc(Cc2noc(CN3CCSCC3)n2)c1,33.8,15.5,2.8,9.4,1.5,15.9,0.9,-2.2
CCC(=O)Nc1ccc(N2CCC(C)CC2)cc1,-10.3,-20.0,12.0,-17.1,2.7,11.5,0.6,-0.4
COc1cc(C(=O)NNC(=O)CCOc2cccc(Br)c2)cc(OC)c1OC,-7.0,-15.4,13.8,-12.9,-1.0,10.6,2.7,-2.8

# Three compounds drawn at random from those above, as already listed:
molecule,Mdm2-MdmX inh,697 NFkB inh,tim10-1 inh,Jurkat NFkB inh,CHOP UPR activ,tim23-1 inh,TIM10 inh,XBP1 UPR activ
CC1(c2ccc3ccccc3c2)NC(=O)N(CC(=O)Nc2ncccc2O)C1=O (stereo not drawn),14.5,3.9,-2.2,-0.3,0.0,-2.7,6.6,-1.2
O=C(NNC(=O)c1ccc(Br)s1)c1ccc(F)c(S(=O)(=O)N2CCOCC2)c1,12.6,10.6,8.2,-0.8,-1.3,3.9,11.4,-1.9
CC1CCN(C(=O)CN(CCc2ccccc2)S(C)(=O)=O)CC1,7.6,4.0,12.0,9.5,-1.8,-7.6,-13.3,3.2

# Random draw from the library. About 6.6% of those tested had a hit in this group.
